S-ASM inh: inhibitors of human secretory acid sphingomyelinase; P17405; placental ASM, HMU-PC fluorogenic substrate, 60 min; Potency, µM (titrated, usually from 57.5 µM), without a hit: top-dose activity change, negative = inhibition, hits mostly inhibitors; actives 0.006% (n = 340,000); AID 504937; note: potency is the fitted concentration of half-maximal effect
Target sequence (P17405 47-631 limits assumed): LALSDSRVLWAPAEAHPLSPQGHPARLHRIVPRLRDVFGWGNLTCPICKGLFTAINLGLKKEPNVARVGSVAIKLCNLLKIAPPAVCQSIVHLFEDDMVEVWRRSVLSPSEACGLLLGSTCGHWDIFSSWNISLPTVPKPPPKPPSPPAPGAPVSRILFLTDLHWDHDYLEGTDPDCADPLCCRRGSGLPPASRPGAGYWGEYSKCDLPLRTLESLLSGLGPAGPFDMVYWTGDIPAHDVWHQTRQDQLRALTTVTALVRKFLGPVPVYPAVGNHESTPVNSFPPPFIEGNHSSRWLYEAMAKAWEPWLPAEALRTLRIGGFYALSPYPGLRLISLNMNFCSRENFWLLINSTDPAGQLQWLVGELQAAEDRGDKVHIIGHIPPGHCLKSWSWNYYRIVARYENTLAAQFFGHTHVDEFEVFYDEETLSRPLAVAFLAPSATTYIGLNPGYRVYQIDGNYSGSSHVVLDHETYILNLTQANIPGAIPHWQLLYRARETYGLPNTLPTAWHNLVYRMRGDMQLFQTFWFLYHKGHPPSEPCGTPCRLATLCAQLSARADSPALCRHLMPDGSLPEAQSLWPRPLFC
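Human placenta-derived ASM enzyme was preincubated with compound for 10 minutes at room temperature, then given fluorogenic substrate HMU-PC0 (9 uM final) for 60 minutes at 37 °C; a pH 10 stop preceded fluorescence reading at Ex 386/Em 447 nm.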
Eya2 inh: inhibitors of human Eya2 phosphatase activity | O00167 | recombinant Eya2, OMFP fluorescence dephosphorylation (OMFP is methylfluorescein phosphate) | Potency, µM (series often up to 76.9 µM), without a hit: at the highest dose activity, negative = inhibition, hits mostly inhibitors | actives 0.006% (n = 330,000); note: potency is the fitted concentration of half-maximal effect; % is set by controls: 0 for no effect and ±100 for the full control effect
Target sequence (O00167 whole entry, looked up): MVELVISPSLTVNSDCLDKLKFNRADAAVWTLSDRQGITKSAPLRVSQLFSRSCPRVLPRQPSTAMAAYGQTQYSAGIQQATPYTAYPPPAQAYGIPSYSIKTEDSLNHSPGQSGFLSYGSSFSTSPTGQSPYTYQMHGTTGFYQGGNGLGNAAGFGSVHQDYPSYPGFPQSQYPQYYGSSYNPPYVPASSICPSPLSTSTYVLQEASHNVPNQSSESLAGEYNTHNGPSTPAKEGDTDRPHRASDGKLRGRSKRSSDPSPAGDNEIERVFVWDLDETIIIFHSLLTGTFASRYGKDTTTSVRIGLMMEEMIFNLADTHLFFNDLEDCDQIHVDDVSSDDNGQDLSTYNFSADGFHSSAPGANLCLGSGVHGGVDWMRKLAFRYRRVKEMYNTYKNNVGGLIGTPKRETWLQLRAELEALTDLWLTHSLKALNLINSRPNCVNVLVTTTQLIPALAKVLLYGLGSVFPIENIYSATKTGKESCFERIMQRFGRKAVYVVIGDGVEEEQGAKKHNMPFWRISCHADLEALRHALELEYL
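Eya2 protein (added as 0.2 uM solution) was preincubated with compound for 10 min at ambient temperature in 50 mM HEPES pH 7.5, 50 mM NaCl, 5 uM MgCl2, 0.05% BSA, 1 mM DTT. OMFP (added at 50 uM) then reacted 10 min; fluorescence read at 485/525 nm.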
PTAP TSG101 blk: blocks PTAP/TSG101 interaction to inhibit HIV-1 budding. Fluorescence polarization, FITC-PTAP peptide / Tsg101 binding. Potency, µM (top dose mostly 115 µM), for inactives: at the highest dose activity change, negative = inhibition, hits mostly inhibitors. 340,000 tested, under 10 active. AID 493005; active = well fitted inhibition curve with a large enough effect in the main read-out, with a control signal flat, not every such curve was filed as active; inconclusive = small, poorly fitted or top-dose-only effect, or effect the other way, or a change in a side signal; inactive = no such curve, though single readings can be large or run the other way; note: potency is the fitted concentration of half-maximal effect; % of control where 0% means no effect
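Steps: Tsg101 binding domain dispensed (10 uM final), compounds pinned in DMSO, FITC-labeled PTAP-motif peptide added (50 nM final); after 20 min binding at room temperature, polarization measured.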
Integrin act MD: activates integrin-mediated alleviation for muscular dystrophy; actives 0.064% (n = 350,000); AID 624291; alpha7betagal myoblasts, beta-gal FDG fluorescence, 48 h; Potency, µM (top dose mostly 38.3 µM), without a hit: at the top dose activation, hits mostly activators;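 note: potency is the fitted concentration of half-maximal effect; 100% = response of the positive control SU9516; nearly all actives have a fitted effect of over 60% in size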
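alpha7betagal+/- myoblasts (passage 13, 250/well) treated 48 h at 37C with compounds at 1:260 dilution of DMSO stock. Lysed, then beta-galactosidase activity read as FDG fluorescence (ex 480/em 540) after 30 min, with pre-read for autofluorescence.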
ELG1 DNA repair: ELG1-dependent DNA repair inhibition | actives 2.3% (n = 330,000) | Potency, µM (top dose mostly 46.1 µM), for inactives: at the highest dose activity change, negative = inhibition, actives largely listed as inhibitors | HEK293T ELG1-luciferase reporter, luminescence, 16 h; DNA damage induced by 5-fluorouridine | AID 504467; note: potency is the fitted concentration of half-maximal effect; % is set by controls: 0 for no effect and ±100 for the full control effect; nearly all actives have a fitted effect of over 55% in size
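In this reporter screen, reduction of luminescence relative to DMSO vehicle indicated activity. Compounds and 5-fluorouridine were added together to 2,000 cells per well, incubated for 16 hr at 37 °C, then developed with ONE-Glo.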
Tb PFK block: T. brucei PFK enzyme inhibition | O15648 | T. brucei PFK, ADP-Glo luminescence | Potency, µM (highest dose often 57.5 µM), inactives show at the highest dose activity, negative = inhibition, most hits filed as inhibitors | actives 0.17% (n = 330,000);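 note: potency is the fitted concentration of half-maximal effect; 0% = uninhibited 1x PFK enzyme wells and -100% = no-enzyme wells; nearly all actives have a fitted effect of over 60% in size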
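ADP-Glo luminescence quantified ADP after 45 min at room temperature, with 1.25 nM T. brucei PFK, 0.1 mM ATP and 0.5 mM fructose-6-phosphate in pH 8.0 TEA buffer. qHTS titrations up to 57 µM; curves classified by quality.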
TCR activator: activates T cell receptor signaling. AID 504894. 330,000 tested, under 10 active. primary human leukocytes, anti-CD3, IL-2 HTRF, 48 h. Potency, µM (doses to about 9.22 µM), for the others: top-dose activation of IL-2 secretion, actives largely listed as activators; note: % of control where 0% means no effect
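HTRF read-out of IL-2 secretion: europium cryptate donor excited at 320nm, d2 acceptor emission at 665nm. Cells were primary human leukocytes incubated 48 hr with compounds and a-CD3 beads, supplying TCR signal only.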
TSHR antag: blocks TSH signaling through the human TSH receptor. AID 504810. P16473. TSHR-expressing cells, TSH-stimulated cAMP HTRF, 2 h; hits give low values. actives 0.2% (n = 330,000). activity change, negative = inhibition, % at 11.5 µM;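 active = activity change below a set negative limit, meaning inhibition stronger than a set level, cut at about -70% in these data; inconclusive = activity change between two set negative limits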; note: % is set by controls: 0 for no effect and ±100 for the full control effect
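TSHR-expressing cells were treated with compounds, then stimulated with TSH at EC80 (4nM final) for 2 hours at 37 deg C. Cellular cAMP was measured by HTRF competition between lysate cAMP and cAMP-d2 for a cryptate-labelled anti-cAMP antibody.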
BCR signal inh: chronic active BCR signaling inhibition | Potency, µM (series often up to 46.1 µM), without a hit: top-dose ratio change, negative = lower green/red ratio, usual class: inhibitors | actives 0.05% (n = 340,000) | AID 493014 | ABC-DLBCL IkBa-CBG/CBR reporter, luminescence ratio, 4 h; active = well fitted inhibition curve with a large enough effect in the signal ratio, with a control signal flat, not every such curve was filed as active; inconclusive = small, poorly fitted or top-dose-only effect, or effect the other way, or a change in a side signal; the % refers to the signal ratio;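 note: potency is the fitted concentration of half-maximal effect; plate controls were basal doxycycline-induced cells for no effect and cells given 10 µM MG132 for full effect; MG132 reads +100%, hits lower the ratio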
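Compounds up to 46 uM were incubated four hours with TMD8 cells whose green CBG68 luciferase is fused to IkappaBalpha; red CBR luminescence normalised the signal, and concentration-effect curves were fitted to fusion, red and ratio data.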
A-T KAP1 phos: potential ataxia-telangiectasia treatments restoring KAP-1 phosphorylation | […] A-T fibroblasts, KAP-1 phosphorylation AlphaLISA; neocarzinostatin DNA damage 30 min before lysis | Potency, µM (titrated, usually from 57.5 µM), without a hit: top-dose activation, actives largely listed as activators | actives 0.19% (n = 320,000) | AID 485349; note: potency is the fitted concentration of half-maximal effect; % of control where 0% means no effect; nearly all actives have a fitted effect of over 45% in size
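hTERT-immortalized A-T patient fibroblasts ([…]), 500 cells/well in OPTI-MEM, 1% FBS, got compounds for 60 min, then NCS for 30 min at 37C. Lysates were then assayed for phospho-KAP-1 by AlphaLISA (anti-pKAP1 donor, anti-KAP1 acceptor beads), 6 hr at 25C.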
Mito fusion act: mitochondrial division inhibition or fusion activation | S. cerevisiae fusion-defective mutant growth rescue, CellTiterGlo 48 h | Potency, µM (series often up to 46.1 µM), for the others: top-dose growth rescue (activation), actives largely listed as activators | actives 0.23% (n = 320,000);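 note: potency is the fitted concentration of half-maximal effect; % of control where 0% means no effect; nearly all actives have a fitted effect of over 45% in size; temperature-sensitive fusion mutants such as fzo1-1 at 37 °C on non-fermentable ethanol glycerol medium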
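S. cerevisiae fusion-defective temperature-sensitive mutants (e.g. fzo1-1, mgm1-5) grown 48 h at 37C in YPEG (ethanol/glycerol non-fermentable) medium with 23 nl compound per well; growth rescue read as CellTiterGlo luminescence.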
* marks the source's active call; other numbers are inactive results; ? = inconclusive; / = no result given; [ ] = remark or other dose. Unless noted, calls come from the whole dose curve; as a rule, active = well fitted curve in the direction sought with a large enough effect; inconclusive = small, poorly fitted or top-dose-only effect, or another doubt; inactive = no such curve, though single readings can be large; an effect the other way counts as inactive or inconclusive.

Every second line gives: S-ASM inh, Eya2 inh, PTAP TSG101 blk, Integrin act MD, ELG1 DNA repair, Tb PFK block, TCR activator, TSHR antag, BCR signal inh, A-T KAP1 phos, Mito fusion act
COc1ccc(CN2CCCCC2c2cccnc2)c(OC)c1C (stereo not given)
→ 1%, 1%, -1%, -13%, 5%, -11%, /, 3, 0%, 7%, 1%
CCN(CC)C(=O)CN(C#N)c1nc(C)cc(C)n1
→ 1%, -6%, -2%, 3%, 9%, -5%, -4%[46.1 µM], 12, -7%, 3%, -6%
CC(C)N(C)Cc1nnnn1CC(=O)N(C)Cc1cccc(Cl)c1
→ 2%, -4%, -7%, 0%, 13%, -3%, 1%, 18, ?, 3%, 3%
COc1ccc(/C=C2\SC(=NCc3ccccc3)NC2=O)cc1
→ 0%, -6%, -1%, -3%, -17%, 9%, 5%[46.1 µM], 30, ?, 4%, 0%
c1ccc(Cc2cc(-c3ccccc3)on2)cc1
→ -8%, -8%, 0%, 6%, ?, -1%, -7%[46.1 µM], -11, ?, /, 5%
COc1cccc(C2NC(=O)c3sc(=S)n(-c4ccccc4)c3N2)c1 (stereo not given)
→ -1%, 22%, 0%, 6%, ?, 2%, 0%, 0, 3%, 3%, 0%
Cc1ccccc1NC(=S)NC(=O)c1cncc(Br)c1
→ 2%, -11%, -12%, -20%, -18%, 3%, -2%[46.1 µM], 9, -1%, -14%, 0%
Cc1cc(OCC(=O)NCC(O)c2ccccc2)c2c(C)cc(=O)oc2c1 (stereo not given)
→ -1%, ?, -4%, -19%, 0%, -1%, 2%, -5, -9%, 10%, -1%
Cc1onc(-c2c(F)cccc2Cl)c1C(=O)N1CCN(S(C)(=O)=O)CC1
→ 2%, -6%, 0%, 12%, 1%, -5%, 0%, 21, 0%, ?, 5%
CC(=O)c1nn(-c2ccc(Cl)cc2)c(=O)[nH]c1=O
→ 0%, -13%, -1%, 6%, 4%, 1%, 0%, -13, ?, 9%, -14%
O=C(CCN1C(=O)/C(=C/c2ccccc2Cl)SC1=S)NC1=NCCS1
→ -14%, -8%, -3%, -9%, -9%, 2%, 3%, -5, ?, -3%, -1%
Cc1ccc(C)c(S(=O)(=O)N2CCN(C(=O)c3cc(-c4cccs4)nn3-c3ccccc3)CC2)c1
→ -1%, 20%, 0%, -15%, ?, -1%, -61%, -1, -2%, 4%, 4%
CCOC(=O)C(C)n1cnc2c(nnn2-c2ccc(OC)cc2)c1=O (stereo not given)
→ -5%, 3%, -2%, -9%[7.66 µM], 13%, 1%, -8%, 30, 3%, /, -1%
Cc1[nH]n(-c2ccccc2)c(=O)c1C=NCCc1ccccc1
→ 0%, -9%, -1%, 9%, ?, -1%, 2%, -14, 6%, -1%, -5%
COc1ccc(NC(=O)CCNC(=O)C2CCN(S(=O)(=O)c3ccc(F)cc3)CC2)cc1OC
→ 4%, -2%, 2%, 17%, 3%, -2%, 10%, -2, -1%, -3%, -2%
Cc1cccc(C(=O)Nc2ccc(Oc3cnccn3)cc2)c1
→ 1%, 12%, -3%, 2%, ?, 3%, 4%, 1, -6%, 3%, 2%
COc1ccc(N(CC(=O)N2CC=C(c3ccccc3)CC2)S(=O)(=O)c2c(C)noc2C)cc1
→ 2%, 21%, -5%, -3%, ?, -2%, -6%, 4, ?, 15%, 4%
Cc1ccc(NC(=S)NCc2ccccc2)cc1[N+](=O)[O-]
→ -8%, -7%, -13%, -26%, 1%, 0%, 7%[46.1 µM], -2, 7%, 1%, 2%
CCOc1cc(CNCCCN2CCOCC2)cc(Br)c1OCC(=O)Nc1cccc(C(F)(F)F)c1
→ 0%, 2%, -3%, ?, 0%, -1%[0.46 µM], 4%, 0, ?, -3%, -13%
Cc1ccc(S(=O)(=O)N(CC(=O)N2CCOCC2)c2ccc(Br)cc2)cc1
→ 2%, 3%, -3%, 0%, 0%, 0%, -2%, 16, ?, 0%, 4%
Cc1cc(C(=O)NNC(=O)c2ccc(S(=O)(=O)N(C)C)cc2)c(C)o1
→ 1%, -2%, -1%, 6%, 3%, -1%, 0%[46.1 µM], -2, 1%, 1%, -1%
CC(Oc1ccc(Br)cc1)C(=O)NNC(=O)CCN1CCN(c2ccccc2)CC1 (stereo not given)
→ 1%, -35%, 0%, -22%, -5%, 6%, 1%, -1, 1%, -2%, -18%
COc1cccc(N2CCN(c3ccc4nnc(CCC(=O)Nc5ccc(OC)c(OC)c5)n4n3)CC2)c1
→ -2%, 9%, -13%, -3%, ?, 1%, 2%, -7, -2%, -2%, -2%
Cc1cc(S(=O)(=O)NCc2ccccc2)ccc1OCC(=O)NCc1ccncc1
→ /, 20%, 0%, -6%, ?, 5%, 6%, 12, 2%, 0%, 2%
Cc1ccc(-c2cc(N)n3nc(-c4ccc(C)cc4)cc3n2)cc1
→ 58%[activator], 10%, -4%, 0%, -11%, 4%, 5%, -3, ?, 8%, 3%
COC(=O)c1ccc(C(=O)OC)c(NC(=S)N2CCN(c3ccccc3F)CC2)c1
→ 74%[activator], 6%, 1%, -13%, -3%, -2%, 5%, 3, 2%, -11%, 24%
CCOC(=O)C1(C(=O)OCC)C(c2ccccc2)CC(O)N1C(C)=O (stereo not given)
→ 2%, 15%, -1%, 5%, 4%, 1%, 4%, 7, -1%, -2%, -2%[9.22 µM]
COc1ccc(CCNC(=O)c2cc3c(=O)n4cccc(C)c4nc3n(CC3CCCO3)c2=N)cc1 (stereo not given)
→ 363%[activator], 9%, 2%, 18%, ?, 0%, -17%, -12, -1%, -5%, 0%
CC(C)N1CCC(N2CCN(C/C=C/c3ccccc3)CC2CCO)CC1 (stereo not given)
→ 10%, -9%, -1%, -33%, 14%, -3%, -13%, 6, ?, -1%, 4%
COc1ccc2oc(=Nc3cc(F)ccc3F)c(C(N)=O)cc2c1
→ 2%, -16%, -4%, -21%, -4%, 3%, -1%, -22, ?, 7%, 5%

Additional records:
Every second line gives: S-ASM inh, Eya2 inh, PTAP TSG101 blk, Integrin act MD, ELG1 DNA repair, Tb PFK block, TCR activator, TSHR antag, BCR signal inh, A-T KAP1 phos, Mito fusion act
CC[C@@H](C)C(NC(=O)OC(C)(C)C)c1cn([C@@H](CCCCNC(=O)OC(C)(C)C)C(=O)N2CCN(C(=O)OC(C)(C)C)CC2)nn1 (stereo not given in full)
→ 4%, 1%, -3%, 1%, -2%, -1%, -6%, -7, -3%, 12%, -4%
O=C(COc1ccccc1)NC(=S)Nc1ccc2c(c1)Cc1ccccc1-2
→ -6%, -1%, 0%, 33%, 3%, 0%, -3%[46.1 µM], -4, -2%, 8%, -1%
CCC(=O)c1ccc(OCC(O)CN2CCCCC2)cc1 (stereo not given)
→ 8%, 4%, -4%, 11%[7.66 µM], 2%, 2%, /, 54, 0%, 5%, 1%
O=C(Nc1ccc(S(=O)(=O)Nc2ncccn2)cc1)c1nn(Cc2ccccc2)c(=O)c2ccccc12
→ -3%, 4%, 2%, -50%[inhibitor], 2%, -2%, -6%, 13, 0%, 0%, 3%
O=C(NC(=O)c1ccccc1)Nc1ccc(Cl)cn1
→ 0%, -2%, -2%, 16%, ?, -1%, -2%, 0, ?, 50%, -1%
O=C(NCC1CCCO1)C(c1ccc(F)cc1)N(C(=O)Cn1nnc(-c2ccc(F)cc2)n1)c1cccc(O)c1 (stereo not given)
→ -4%, -9%, 1%, 36%, ?, -6%, 8%, 15, -2%, -1%, -2%
NC(=O)[C@H]1CC2(CC(c3cccc(NC(=O)[C@H]4CCC(=O)N4)c3)=NO2)CN1C(=O)c1ccccc1C(=O)c1ccccc1 (stereo not given in full)
→ 5%, -19%, -1%, 16%, ?, -10%, 2%, 12, -11%, -3%, 9%
CCOc1ccc(N(CC(=O)Nc2ccccc2OCC)S(=O)(=O)c2c(C)noc2C)cc1
→ -3%, -1%, -2%, -29%, 7%, 0%, -1%, -8, ?, -7%, 1%

Source: PubChem BioAssay (National Center for Advancing Translational Sciences (NCATS))
